UBC13 polyUb: human UBC13 polyubiquitination inhibition; inhibition, % at 20 µM; actives 0.47% (n = 330,000); UBC13 polyubiquitin chain formation, TR-FRET; P61088; in the data active = inhibition above about 45%, passing the limit was not always enough
Target sequence (P61088 whole entry, looked up): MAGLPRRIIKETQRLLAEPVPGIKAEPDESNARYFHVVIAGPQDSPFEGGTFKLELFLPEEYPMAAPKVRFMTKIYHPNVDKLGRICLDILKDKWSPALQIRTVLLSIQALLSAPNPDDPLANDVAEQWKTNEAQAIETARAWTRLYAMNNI
SENP1 FRET inh: SENP1 (human) catalytic domain inhibition; Q9P0U3; recombinant SENP1 catalytic domain, CyPet-SUMO1-YPet FRET cleavage; inhibition, % at 10 µM; actives 0.21% (n = 360,000); AID 624204;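 active = inhibition at least 30% at 10 µM, raw YFP signal under a set limit, fluorescence ratio 0.5 to 1.5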;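 also: 0% = enzyme with DMSO and 100% = no enzyme wells; some results filed as inactive read as strong as hits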
Target sequence (Q9P0U3 419-644 limits assumed): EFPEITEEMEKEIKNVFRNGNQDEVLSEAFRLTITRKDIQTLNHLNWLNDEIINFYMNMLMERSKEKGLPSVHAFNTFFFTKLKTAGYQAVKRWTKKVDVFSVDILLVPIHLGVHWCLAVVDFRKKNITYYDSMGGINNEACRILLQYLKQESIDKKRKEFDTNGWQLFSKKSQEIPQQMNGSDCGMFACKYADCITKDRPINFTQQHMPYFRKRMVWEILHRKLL
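Compound: 10 µM single point, 0.5% DMSO; Test system: hSENP1 catalytic domain, recombinant; Timing: 50 min reaction at room temperature; Technique: FRET, CFP and YFP emission; Control set: no-enzyme wells low, DMSO-plus-enzyme wells high control.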
beta cell repl: induces beta-cell replication in MIN6 cells; proliferation, % at 10 µM; actives 0.29% (n = 330,000); MIN6 cells proliferation, ATPlite luminescence, 48 h; cells starved in 0.2% serum; 100% = growth in 10% serum;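 active = compounds whose signal lies at least 3.5 SD above the mean of all wells on their plate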;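 also: 0% = DMSO-treated cells in low-serum medium and 100% = 10% serum control; some compounds called inactive have numbers as strong as hits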
PfG6PD inh: PfG6PD (Plasmodium falciparum) enzyme inhibition; PfGluPho enzyme, NADPH resazurin-diaphorase fluorescence; inhibition, % at 20 µM; actives 0.78% (n = 350,000);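 active = inhibition reaching at least a set limit at 20 µM in the primary screen, cut at about 59% in these data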;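 also: 0% = DMSO wells with substrate and 100% = DMSO wells lacking glucose-6-phosphate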
HKDC1 inh: HKDC1 (human) hexokinase inhibition | Q2TB90 | recombinant HKDC1, G6PDH/diaphorase resazurin coupled fluorescence | inhibition, % at 20 µM | actives 0.16% (n = 340,000) | AID 493160;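 active = inhibition above about 35% when tested at 20 µM, limit read from the data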;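 also: plate controls were DMSO wells with enzyme for no effect and DMSO wells lacking enzyme for full effect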
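Assay system – recombinant HKDC1 (HK5) hexokinase enzyme, produced in-house · Input – HKDC1 at 5 µg/mL · Reagent – glucose plus 1 mM ATP as hexokinase substrates · Timing – 90 min reaction incubation at room temperature, dark · Measured by – G6PDH/diaphorase-coupled fluorescence, 1 mM NADP, 100 µM resazurin, 525/613 nm · Benchmarks – DMSO-enzyme wells negative, buffer-substituted wells positive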
SENP6 block: inhibitors of human SENP6 protease; Recombinant SENP6 catalytic domain, aminoluciferin luminescence; inhibition, % at 10 µM; actives 1.8% (n = 330,000); AID 2599;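 active = inhibition above about 50% at the single tested dose, limit read from the data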;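 also: plate controls were DMSO wells with enzyme for no effect and DMSO wells lacking enzyme for full effect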
SENP8 block-1: blocks human SENP8 cleavage of Nedd8 substrate; actives 0.64% (n = 360,000); Q96LD8; recombinant SENP8, Nedd8 substrate fluorescence; AID 602440; inhibition, % at 20 µM; in the data active = inhibition mostly above about 40%, no sharp cut-off; inactive = mostly below about 27%
Target sequence (Q96LD8 whole entry, looked up): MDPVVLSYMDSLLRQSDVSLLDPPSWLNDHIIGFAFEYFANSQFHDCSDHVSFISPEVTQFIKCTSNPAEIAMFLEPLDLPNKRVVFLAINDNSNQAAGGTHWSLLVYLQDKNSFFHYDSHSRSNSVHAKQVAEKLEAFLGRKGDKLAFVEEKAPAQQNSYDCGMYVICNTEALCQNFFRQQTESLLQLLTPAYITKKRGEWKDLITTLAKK
SENP8 block-2: blocks the human protease SENP8; Q96LD8; purified SENP8, Z-RLRGG-aminoluciferin cleavage, luminescence; inhibition, % at 10 µM; actives 1.2% (n = 330,000); AID 2540; in the data active = inhibition above about 50%
SENP7 block: inhibitors of human SENP7 protease | Q9BQF6 | recombinant SENP7, Z-RLRGG-aminoluciferin luminescence, 40 min | inhibition, % at 5 µM | actives 1.5% (n = 330,000) | AID 434973;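 active = inhibition above about 50% at the single test dose, limit read from the data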;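 also: plate controls were DMSO with enzyme for no effect and no enzyme buffer wells for full effect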
Target sequence (Q9BQF6 706-1050 limits assumed): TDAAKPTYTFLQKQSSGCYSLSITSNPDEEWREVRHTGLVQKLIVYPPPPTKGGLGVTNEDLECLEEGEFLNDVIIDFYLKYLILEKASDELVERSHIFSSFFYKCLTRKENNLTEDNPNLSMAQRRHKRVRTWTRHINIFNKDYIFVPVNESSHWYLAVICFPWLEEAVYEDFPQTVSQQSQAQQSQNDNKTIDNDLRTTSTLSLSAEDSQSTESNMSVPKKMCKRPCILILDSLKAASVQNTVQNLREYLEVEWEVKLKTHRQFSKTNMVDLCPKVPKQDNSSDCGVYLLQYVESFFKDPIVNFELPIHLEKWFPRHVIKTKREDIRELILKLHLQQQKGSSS
* marks the source's active call; other numbers are inactive results; / = no result given.

smiles,UBC13 polyUb,SENP1 FRET inh,beta cell repl,PfG6PD inh,HKDC1 inh,SENP6 block,SENP8 block-1,SENP8 block-2,SENP7 block
Cc1noc(N)c1C(=O)Nc1ccc(F)c(Cl)c1,-4.8,-11.8,-0.7,9.3,3.1,-6.1,-10.0,-6.1,-11.2
Cc1cc(C(=O)NNC(=O)Cc2ccc(Cl)c(Cl)c2)c(C)o1,3.3,-2.4,-0.1,-1.8,-3.0,-4.7,-8.1,-1.2,-5.2
O=S(=O)(Nc1ccc(Br)cn1)c1ccc2ccccc2c1,-0.8,0.8,0.0,-36.7,1.0,-6.9,-16.4,1.6,-0.7
N#CC1=C(S)N(c2ccc(F)cc2)C(c2cccs2)NC1=O (stereo not drawn),/,-1.2,/,29.1,9.9,/,11.9,/,/
CC12CCC(=O)N1C(C(=O)N1CCN(S(=O)(=O)c3cccc(C(F)(F)F)c3)CC1)CS2 (stereo not drawn),-13.2,-2.1,-5.3,4.2,-1.3,0.3,6.2,8.9,-0.6
Fc1c(F)c(F)c(N=Cc2ccc3ncccc3c2)c(F)c1F,4.4,-0.3,0.3,-0.3,-6.0,4.0,7.2,0.9,8.1
CC(=O)c1ccc(Nc2c3c(c(C#N)c4nc5ccccc5n24)CCC3)cc1,-10.2,/,0.0,/,/,-2.3,/,-1.8,2.2
CCC(C)Nc1nc(-c2ccc3c(c2)NC(=O)CO3)cs1 (stereo not drawn),12.1,5.1,1.5,46.7,-8.3,-11.6,0.6,-3.1,-7.8
O=C(NC1CCCC1)C(c1ccncc1)N(C(=O)Cn1nnc(-c2ccccc2F)n1)c1cccc(F)c1 (stereo not drawn),-9.9,-1.3,-1.4,-11.7,-4.3,-11.9,6.2,-10.9,-6.1
CC(C)N(Cc1ccccc1)CC(O)COc1ccc(S(=O)(=O)N2CCOCC2)cc1Cl (stereo not drawn),11.6,0.8,-3.9,14.4,-5.9,-6.8,8.5,2.9,4.6
CC(C)NC(=O)COc1ccccc1C#N,4.3,1.5,-0.5,-0.1,-9.0,9.5,14.3,1.0,2.8
COc1ccc(CNC(=O)Cc2csc(Nc3nc(=S)[nH]c4ccccc34)n2)cc1,-0.6,-24.6,1.7,0.7,-6.3,1.3,-177.7,-2.4,4.6
Cc1ccc(C)c(NC(=S)NCc2cccn2C)c1,0.6,/,-1.3,/,/,-0.6,/,-0.2,-3.8
C/C(=N\N1CCN(C2c3ccccc3-c3ccccc32)CC1)c1cccnc1,9.5,2.8,-0.2,-9.4,-4.8,5.1,26.6,-3.5,0.4
COc1ccc(OCC(=O)NCc2cccnc2)cc1,-9.4,-0.6,-1.6,-7.6,1.4,-7.0,4.6,-1.7,-9.6
CC(C)c1nnc(NC(=O)C2CC(=O)N(CCc3ccc(F)cc3)C2)s1 (stereo not drawn),-3.5,-0.7,1.1,10.0,-2.8,-15.1,-0.9,5.5,4.2
Cc1nn(C)c(C)c1NS(=O)(=O)c1ccc(OC(F)(F)F)cc1,0.0,-1.8,-3.4,-6.5,-3.3,5.9,3.8,4.8,4.0
CC(C)(C)N1C(=O)[C@H]2[C@@H](c3ccc(Br)cc3)N3C(=O)N(c4ccccc4)C(=O)[C@@]3(C)[C@H]2C1=O,1.7,1.5,3.0,3.4,-2.3,-8.6,6.5,1.0,1.5
COc1ccc(S(=O)(=O)N2CCOCC2)cc1NC(=O)c1cc(=O)[nH]c2ccccc12,-0.8,-0.6,-4.4,11.1,2.1,4.9,-21.6,-2.4,6.3
Cc1nn(CC(=O)NCCCN2CCN(C)CC2)c(=O)c2cc(-c3ccccc3)nn12,4.8,1.2,-3.6,-5.2,-5.6,4.9,10.2,8.2,-2.6
CN(C)c1oc(-c2ccco2)nc1C#N,-2.6,2.4,-1.7,-12.3,-2.1,-6.4,-409.9,-9.6,-3.4
Cc1ccc(S(=O)(=O)N2N=C3CCCCC3C2(O)C(F)(F)F)cc1 (stereo not drawn),-0.9,-0.7,-0.7,-12.3,11.3,0.0,12.4,3.6,9.8
O=C(NC1CCCc2ccccc21)c1cccc(Br)c1 (stereo not drawn),-3.7,1.5,-1.6,7.6,0.8,-6.8,4.9,-8.0,-12.3
C[C@H](CO)N1C[C@H](C)[C@H](CN(C)C(=O)Nc2ccc(C(F)(F)F)cc2)Oc2c(NC(=O)c3ccncc3)cccc2C1=O,-1.4,0.0,-4.3,38.2,3.0,8.4,19.5,4.8,8.8
COc1cccc(NC(=S)N2CCC(C(=O)c3ccc(F)cc3)CC2)c1,/,1.5,/,16.9,-1.7,/,8.4,/,/
COc1ccc(CCn2c(N3CCN(C)CC3)nc3c2c(=O)[nH]c(=O)n3C)cc1,-9.4,3.1,-2.5,-5.9,2.7,-14.9,12.1,-9.8,-10.3
C#CCSc1nnc(-c2ccccc2)c(=O)[nH]1,-6.2,-1.0,-0.9,5.9,-0.2,-16.3,-23.8,-10.6,-6.0
COc1ccc(C(N)=O)cc1NC(=O)CC(O)(C(F)(F)F)C(F)(F)F,-2.5,1.8,0.1,1.8,1.1,-4.8,8.3,4.6,4.1
COc1ccc(C2=NOC(COC(=O)c3ccc4ccccc4n3)C2)cc1 (stereo not drawn),10.4,-0.9,0.9,4.8,-4.5,-7.8,14.9,-6.7,-3.2
CC1=NN(C(=O)c2ccccc2Cl)C(O)(c2ccccc2)C1 (stereo not drawn),-0.9,-1.6,-0.8,-20.5,-5.2,14.6,0.3,-3.7,-0.7

Entries of single compounds as entered above:
Record of CC(C)c1nnc(NC(=O)C2CC(=O)N(CCc3ccc(F)cc3)C2)s1 (stereo not drawn) = UBC13 polyUb: -3.5; SENP1 FRET inh: -0.7; beta cell repl: 1.1; PfG6PD inh: 10.0; HKDC1 inh: -2.8; SENP6 block: -15.1; SENP8 block-1: -0.9; SENP8 block-2: 5.5; SENP7 block: 4.2
Record of C#CCSc1nnc(-c2ccccc2)c(=O)[nH]1 = UBC13 polyUb: -6.2; SENP1 FRET inh: -1.0; beta cell repl: -0.9; PfG6PD inh: 5.9; HKDC1 inh: -0.2; SENP6 block: -16.3; SENP8 block-1: -23.8; SENP8 block-2: -10.6; SENP7 block: -6.0

(next part)
smiles,UBC13 polyUb,SENP1 FRET inh,beta cell repl,PfG6PD inh,HKDC1 inh,SENP6 block,SENP8 block-1,SENP8 block-2,SENP7 block
FC(F)(F)c1cccc(NC(=S)N2CCN(c3ccccc3)CC2)c1,15.9,0.2,-0.1,-4.9,-2.9,3.1,16.0,-7.9,4.8
COc1cc(C(=O)Oc2ccc3c(c2)OCC3=O)cc(OC)c1OC,-5.3,1.8,-0.7,-3.0,-0.2,-2.4,3.2,3.0,3.6
CCNc1nc2ccccc2[nH]1,2.6,-0.2,0.7,11.2,-0.5,2.9,21.9,-3.9,6.4
CCC(C(=O)n1cccc1C#N)c1ccccc1C (stereo not drawn),11.6,1.3,-2.5,5.2,-1.3,-5.5,11.1,-2.6,-3.7
CCCCc1cc(=O)oc2cc(C)cc(OCC(=O)N3CCC(C(=O)O)CC3)c12,16.1,1.6,-1.5,-16.3,-2.3,-16.2,-196.6,-16.2,10.2
CN(C)C(=S)SCC(=O)NCc1ccc(F)cc1,-2.8,-2.3,-2.5,-2.4,-8.3,-13.8,0.8,-3.9,7.7
O=Cc1ccc(-c2ccc(Cl)cc2Cl)[nH]1,-6.4,-2.0,-3.2,15.7,3.3,-20.7,3.6,-15.8,-14.8
CC(C)NC(=O)CSc1nc2[nH]ncc2c(=O)[nH]1,1.9,2.2,-0.4,10.3,-8.2,-10.9,-3.3,-2.7,5.4
O=C(CSCCO)Nc1ccccc1,-5.5,-0.4,-0.5,17.8,-3.7,-14.1,8.9,-3.9,-9.4
CCCCCNC(=O)c1ccc2c(=O)n(CC3CCCO3)c(=S)[nH]c2c1 (stereo not drawn),3.5,0.2,-1.0,-13.0,2.4,5.2,19.2,1.0,-1.1
COc1cccc(CC(=O)OCC(=O)N(C)CC(=O)Nc2ccc(F)cc2)c1,-4.4,0.3,-3.4,-8.4,-2.0,-9.9,7.0,-4.9,-10.7
O=C(c1ccc(NS(=O)(=O)c2ccccc2)cc1)N1CCOCC1,-0.6,1.8,-1.1,-11.1,0.5,-17.9,10.6,3.2,-9.7
CCOC(=O)C1=C(c2ccccc2)NC(=O)NC1c1cc(OC)c(OC)cc1OC (stereo not drawn),-8.1,-0.4,-2.9,-17.5,1.2,-8.4,18.7,16.4,0.2
C[C@H](NC(=O)c1nc[nH]c1C(=O)N1CCNCC1)C(=O)OC(C)(C)C,-2.8,1.4,0.7,-6.8,-1.1,-4.9,18.4,-8.5,-3.7
Cn1c(=O)c2c(nc(N/N=C/c3cccs3)n2Cc2ccc(Br)cc2)n(C)c1=O,-6.3,-1.6,-3.8,28.1,1.8,-13.3,-216.7,-2.4,3.6
CCOc1ccc(CCN2C(=O)c3cccnc3C2=O)cc1OCC,4.4,0.5,1.8,-11.6,0.1,-7.8,17.3,2.2,10.9
CCN(CC(=O)Nc1ccc(NC(C)=O)cc1)C(=O)C1CCCC1,3.2,-0.6,-2.9,1.6,-3.8,11.4,-3.5,2.8,-0.7
CC(OC(=O)c1cc(=O)[nH]c2ccccc12)C(=O)Nc1ccc(Cl)cn1 (stereo not drawn),1.2,4.8,0.8,-3.9,-0.3,16.2,-214.1,7.1,5.5
Cc1cc(C(=O)Nc2ccc(S(=O)(=O)Nc3onc(C)c3C)cc2)c(C)o1,9.7,-0.2,1.0,-21.2,4.4,-4.2,6.8,-15.8,-4.0
CN(C)CCn1c(=S)[nH]c2ccccc2c1=O,-8.4,0.0,-1.5,3.5,-6.6,-20.3,11.0,-11.1,-12.5
Cc1cccc(C2NC(c3cccc(C)c3)C([N+](=O)[O-])C(C)(C)C2[N+](=O)[O-])c1 (stereo not drawn),-7.7,1.3,-5.8,1.6,-1.5,-3.3,22.8,2.4,3.3
COc1cccc(CN(C)CC(=O)Nc2ccccc2C(=O)NC2CC2)c1,6.6,9.8,8.3,4.4,-4.4,9.4,5.5,6.2,4.4
O=C1NC[C@H](CC2CCCCC2)N(CCc2cccc(F)c2)C1=O,-4.7,-0.3,-2.1,-17.1,-5.7,0.1,24.1,2.1,1.7
COc1ccc(Cl)cc1NC(=O)c1nnn(CC(=O)Nc2ccc(C)c(C)c2)c1N,-4.2,0.5,2.3,-0.9,-4.8,-17.3,1.6,-0.8,2.8
O=C(CCc1ccccc1)N1N=C(c2ccncc2)CC1(O)C(F)(F)F (stereo not drawn),-3.8,1.0,-2.7,-4.2,-10.6,-15.6,3.6,1.2,10.4
C#CCOCCOCCOCCNc1nc(N2CCN(C(=O)[C@H](CCC(=O)O)n3cc(C(N)CC(C)C)nn3)CC2)nc(N2CCN(C(=O)[C@H](Cc3cc4ccccc4[nH]3)n3cc(C(N)CC(C)C)nn3)CC2)n1 (stereo partly drawn),2.3,-22.9,6.5,26.6,-0.8,-6.3,-21.0,0.5,-7.0
O=C(COc1ccc(Cl)cc1)NCc1nnc(SCC(=O)NC2CCCC2)o1,8.0,1.3,-1.6,-10.6,3.3,5.9,24.8,-0.3,8.4

Source: PubChem

This is a random part of the collection; about 4% have a hit in one of these screens.
